G9a block = inhibitors of human histone lysine methyltransferase G9a; G9a H3K9 monomethylation, AlphaScreen, 2 h; 350,000 tested, 8.8% active; Potency, µM (doses to about 102 µM), without a hit: at the top dose activity, negative = inhibition, actives largely listed as inhibitors; note: % is set by controls: 0 for no effect and ±100 for the full control effect; nearly all actives have a fitted effect of over 75% in size
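Signal arises when biotinylated H3K9 peptide, once monomethylated, bridges streptavidin donor and antibody-captured acceptor beads. Enzyme at 20 nM was preincubated 15 min with test compounds; peptide 500 nM and SAM 20 uM then reacted for 2 h.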
Pin1 inhibitor = inhibitors of human Pin1 | Pin1 FP peptide displacement, HiFluor488, 10 min | Q13526 | Potency, µM (top dose mostly 115 µM), without a hit: at the top dose activity, negative = inhibition, actives largely listed as inhibitors | 390,000 tested, 0.009% active; active = well fitted inhibition curve with a large enough effect in the polarisation, with a control signal flat, not every such curve was filed as active; inconclusive = small, poorly fitted or top-dose-only effect, or effect the other way, or a change in a side signal; inactive = no such curve, though single readings can be large or run the other way; the % refers to the polarisation; note: % is set by controls: 0 for no effect and ±100 for the full control effect
Target sequence (Q13526 whole entry, looked up): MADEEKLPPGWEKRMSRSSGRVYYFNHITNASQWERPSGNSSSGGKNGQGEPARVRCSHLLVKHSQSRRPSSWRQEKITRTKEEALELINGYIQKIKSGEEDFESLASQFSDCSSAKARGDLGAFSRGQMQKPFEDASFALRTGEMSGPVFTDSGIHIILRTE
Tb PGK inh = T. brucei PGK inhibition; P07378; Potency, µM (top dose mostly 57.5 µM), without a hit: at the highest dose activity change, negative = inhibition, most hits filed as inhibitors; PGK/GAPDH coupled, Kinase-Glo luminescence, 60 min; AID 602233; 380,000 tested, 0.043% active; note: % is set by controls: 0 for no effect and ±100 for the full control effect; nearly all actives have a fitted effect of over 60% in size
Target sequence (P07378 whole entry, looked up): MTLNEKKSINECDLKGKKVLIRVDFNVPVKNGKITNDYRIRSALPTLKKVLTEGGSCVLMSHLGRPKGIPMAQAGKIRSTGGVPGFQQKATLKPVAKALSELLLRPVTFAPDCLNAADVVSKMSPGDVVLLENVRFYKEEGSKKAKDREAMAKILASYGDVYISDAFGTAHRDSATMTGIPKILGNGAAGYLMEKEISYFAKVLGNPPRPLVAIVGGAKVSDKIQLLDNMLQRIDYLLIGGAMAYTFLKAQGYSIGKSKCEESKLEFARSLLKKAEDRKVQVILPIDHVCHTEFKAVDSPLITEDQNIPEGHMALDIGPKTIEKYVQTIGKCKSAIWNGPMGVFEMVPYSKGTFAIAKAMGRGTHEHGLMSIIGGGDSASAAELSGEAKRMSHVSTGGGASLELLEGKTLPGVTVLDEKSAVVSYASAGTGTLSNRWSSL
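Recombinant glycosomal PGK reaction used 1,3-bisphosphoglycerate generated in-well by GAPDH (100nM final) in 100mM TEA pH 7.6, 5mM MgCl2, 0.01% Tween-20. After 60 minutes at room temperature, ATP was read by Kinase-Glo Plus luminescence end-point.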
BAZ2B block = BAZ2B (human) inhibition; Q9UIF8; 360,000 tested, 4.4% active; Potency, µM (top dose mostly 114 µM), for the others: top-dose activity change, negative = inhibition, usual class: inhibitors; AlphaScreen BAZ2B-H3K14Ac peptide displacement; note: % is set by controls: 0 for no effect and ±100 for the full control effect; nearly all actives have a fitted effect of over 60% in size
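BAZ2B (50 nM) with biotin-H3(5-23)K14Ac peptide (50 nM) in PBS pH 7.4, 0.01% Tween-20, preformed 30 min, then compound 30 min at room temperature; top concentration 110uM. AlphaScreen streptavidin donor/nickel chelate acceptor beads (10 ug/mL final), 20 min dark, signal read.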
HP1b chromo inh = inhibitors of HP1-beta chromodomain binding to methylated histone tails; Potency, µM (titrated, usually from 114 µM), for inactives: top-dose activity change, negative = inhibition, actives largely listed as inhibitors; P83916; AlphaScreen HP1-beta / biotin-H3K9me3 peptide binding; 390,000 tested, 0.56% active; AID 540317; note: nearly all actives have a fitted effect of over 70% in size; inactives centre near 23
Target sequence (P83916 whole entry, looked up): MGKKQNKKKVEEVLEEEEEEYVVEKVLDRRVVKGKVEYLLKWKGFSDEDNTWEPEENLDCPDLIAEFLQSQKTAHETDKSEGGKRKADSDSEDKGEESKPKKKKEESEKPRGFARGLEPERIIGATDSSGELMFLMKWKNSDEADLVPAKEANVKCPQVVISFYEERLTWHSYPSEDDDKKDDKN
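Compound inhibition of the preformed complex between 50 nM HP1-beta and 50 nM biotinylated H3K9me3 peptide was read by AlphaScreen. Buffer was PBS pH 7.4 with 0.01% Tween-20. Incubations ran 30 min at room temperature, with 10 ug/mL donor/acceptor beads.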
Pol iota inh = inhibitors of human DNA polymerase iota; Q9UNA4; Pol iota fluorescent replication assay, 10 min; Potency, µM (titrated, usually from 115 µM), for the others: at the top dose activity, negative = inhibition, usual class: inhibitors; 390,000 tested, 1% active
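Fluorescent replication assay read twice, at 0 min and 10 min after adding 50 nM (final) substrate. Enzyme (10 nM) and compounds were first incubated 15 min at room temperature; enzyme-free buffer wells were negative controls.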
GLS inhibitor = inhibitors of human glutaminase (GLS) | O94925 | GLS enzymatic activity, qHTS titration | Potency, µM (doses to about 45.5 µM), for inactives: top-dose activity change, negative = inhibition, most hits filed as inhibitors | 410,000 tested, 0.21% active | AID 624170; note: % is set by controls: 0 for no effect and ±100 for the full control effect
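Glutamate formation by hKGA was monitored fluorometrically using coupled glutamate oxidase, HRP and Amplex Red. Substrate was added as 1 mM L-glutamine solution; incubation was 30 min at RT after an initial read.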
BLM helicase inh = blocks DNA unwinding by human BLM helicase; P54132; recombinant BLM DNA unwinding, fluorescence dequenching; Potency, µM (top dose mostly 56.1 µM), without a hit: top-dose activity change, negative = inhibition, most hits filed as inhibitors; 350,000 tested, 0.2% active;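 note: plate controls were vehicle for no effect and no enzyme for full effect; nearly all actives have a fitted effect of over 35% in size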
JMJD2A Tudor = blocks the human JMJD2A Tudor domain; AlphaScreen JMJD2A-Tudor / H3K4me3 peptide binding; Potency, µM (series often up to 114 µM), for inactives: top-dose activity change, negative = inhibition, usual class: inhibitors; 390,000 tested, 4.4% active; AID 504339; note: % is set by controls: 0 for no effect and ±100 for the full control effect; nearly all actives have a fitted effect of over 50% in size
Active calls of the source: *; & = joins results of further samples; [ ] = dose if it differs, or a comment. Unless noted, calls come from the whole dose curve; as a rule, active = well fitted curve in the direction sought with a large enough effect; inconclusive = small, poorly fitted or top-dose-only effect, or another doubt; inactive = no such curve, though single readings can be large; an effect the other way counts as inactive or inconclusive. Potency is the fitted concentration of half-maximal effect. Not all compounds are listed; the hit share may differ from the screen's.

`Cc1cccc(NC(=S)NC2CC3C=CC2C3)c1` (centres undefined) gave G9a block -3%, Pin1 inhibitor -4%, Tb PGK inh inactive, BAZ2B block -20%, HP1b chromo inh 12%, Pol iota inh 37%[activator], GLS inhibitor -2%, BLM helicase inh -1% and JMJD2A Tudor -19%.
CC(=O)c1sc(NC(=O)C2CC(=O)N(Cc3ccco3)C2)nc1-c1ccccc1 (centres undefined) was read as G9a block 50µM*, Pin1 inhibitor -1%, Tb PGK inh -23%, BAZ2B block inconclusive, HP1b chromo inh inconclusive, Pol iota inh 5%, GLS inhibitor 61%[activator] and JMJD2A Tudor inconclusive.
Nc1cc(=O)[nH]c(=O)n1Cc1ccccc1 was read as G9a block 12%, Pin1 inhibitor -3%, Tb PGK inh -1%, BAZ2B block -4%, HP1b chromo inh 32%, Pol iota inh -9%, GLS inhibitor 0%, BLM helicase inh 2%&0% and JMJD2A Tudor -21%.
`COCCN1C(=O)c2oc3ccccc3c(=O)c2C1c1ccc(O)c(OC)c1` (centres undefined) gave G9a block inconclusive, Pin1 inhibitor 10%, Tb PGK inh -5%, BAZ2B block -7%, HP1b chromo inh 34%, Pol iota inh -4%, GLS inhibitor 19%, BLM helicase inh 3% and JMJD2A Tudor -11%.
Screening CC1CCN(C(=O)CSc2nc3ncccc3[nH]2)CC1 returned G9a block 1%[0.0925 µM], Pin1 inhibitor 0%, Tb PGK inh -1%, BAZ2B block -7%, HP1b chromo inh -2%, Pol iota inh 13%, GLS inhibitor 7%, BLM helicase inh 0% and JMJD2A Tudor -5%.
For O=C(CSCc1cccc(Cl)c1)NCc1ccc2c(c1)OCO2 the results were G9a block 9%, Pin1 inhibitor 0%, Tb PGK inh 0%, BAZ2B block -4%, HP1b chromo inh 48%[activator], Pol iota inh 6%, GLS inhibitor 8%, BLM helicase inh -5% and JMJD2A Tudor 7%.
`COc1ccc(S(N)(=O)=O)cc1C(=O)NNC(=O)c1cccc(S(=O)(=O)N2CCOCC2)c1` gave Pin1 inhibitor 3%, Tb PGK inh inactive, HP1b chromo inh 42%[activator], Pol iota inh 21%, GLS inhibitor 2% and JMJD2A Tudor -1%.
CCc1ccc(NC(=O)CCS(=O)(=O)c2ccc3c(c2)CCN3C(C)=O)cc1 was read as G9a block -7%, Pin1 inhibitor -2%&0%, Tb PGK inh -7%, BAZ2B block -9%&-1%, HP1b chromo inh 37%&26%, Pol iota inh 52%&0%[activator], GLS inhibitor -6%&5%, BLM helicase inh 2%&0% and JMJD2A Tudor -4%&4%.
CC1=Nn2c(nnc2-c2cc(C)[nH]n2)SC1 was read as G9a block -16%[59 µM], Pin1 inhibitor 3%, Tb PGK inh -5%, BAZ2B block -4%, HP1b chromo inh 15%, Pol iota inh 11%, GLS inhibitor 8%, BLM helicase inh -3% and JMJD2A Tudor 0%.
For O=C1C2=C(NC(=S)NC2c2ccc(Cl)cc2)NC(c2ccc(Cl)cc2)N1c1ccc(Cl)cc1 (centres undefined) the results were G9a block 50µM*, Pin1 inhibitor 10%, Tb PGK inh 3%, BAZ2B block inconclusive, HP1b chromo inh 18%, Pol iota inh inconclusive, GLS inhibitor -9%, BLM helicase inh -1% and JMJD2A Tudor inconclusive.
Screening CC(=O)c1ccc(S(=O)(=O)N(CCCO)Cc2cc3cc4c(cc3[nH]c2=O)OCCO4)cc1 returned G9a block 8%, Pin1 inhibitor -1%, Tb PGK inh 4%, BAZ2B block -10%, HP1b chromo inh 27%, Pol iota inh -18%, GLS inhibitor 3%, BLM helicase inh -4% and JMJD2A Tudor -12%.
Screening Cc1ccc(Oc2ccc(C=O)cn2)cc1 returned G9a block 1%, Pin1 inhibitor -1%, Tb PGK inh -2%, BAZ2B block -19%, HP1b chromo inh 42%[activator], Pol iota inh 43%[activator], GLS inhibitor -5%, BLM helicase inh -1% and JMJD2A Tudor -5%[11.4 µM].
For CCc1nc2oc3cc(OC)ccc3c(=O)c2c(=O)n1Cc1ccco1 the results were G9a block 32µM*, Pin1 inhibitor inconclusive, Tb PGK inh -8%, BAZ2B block 56µM*, HP1b chromo inh 28%, Pol iota inh inconclusive, GLS inhibitor -9%, BLM helicase inh -17% and JMJD2A Tudor inconclusive.
For COc1ccc(-c2noc(-c3cccc(OC)c3OC)n2)cc1OC the results were G9a block 7%, Pin1 inhibitor 1%, Tb PGK inh inactive, BAZ2B block -3%, HP1b chromo inh 57%[activator], Pol iota inh 5%, GLS inhibitor 0%, BLM helicase inh -2% and JMJD2A Tudor -10%.
COc1cccc(NS(=O)(=O)c2ccc3[nH]cc(C(=O)NC4CCCCC4)c(=O)c3c2)c1 was read as G9a block -42%[59 µM], Pin1 inhibitor 16%, Tb PGK inh -6%, HP1b chromo inh 12%, Pol iota inh inconclusive, GLS inhibitor -10%, BLM helicase inh -12% and JMJD2A Tudor inconclusive.
For O=C(Nc1ccccc1C(=O)Nc1nnc(C(F)(F)F)s1)c1ccccc1Cl the results were G9a block -4%, Pin1 inhibitor -22%, Tb PGK inh 6%, BAZ2B block 5%, HP1b chromo inh -12%, Pol iota inh inconclusive, GLS inhibitor 24%, BLM helicase inh -2% and JMJD2A Tudor -30%.
For CC(C)(C)n1nnnc1C(c1ccccn1)N1CCN(C(c2ccccc2)c2ccccc2)CC1 (centres undefined) the results were G9a block inconclusive, Pin1 inhibitor -3%, Tb PGK inh 5%, BAZ2B block inconclusive, HP1b chromo inh 26%, Pol iota inh 21%, GLS inhibitor 10%, BLM helicase inh -13% and JMJD2A Tudor -12%.
For C(=N\Nc1nc(N2CCCC2)nc(N2CCCC2)n1)/c1cccnc1 the results were G9a block -4%, Pin1 inhibitor -13%, Tb PGK inh -8%, BAZ2B block -21%, HP1b chromo inh 20%, Pol iota inh 27%, GLS inhibitor 4%, BLM helicase inh 0% and JMJD2A Tudor -16%.
Screening CCn1c(CN2CCN(C(=O)c3ccco3)CC2)nc2c1c(=O)n(C)c(=O)n2C returned G9a block -5%[12.7 µM], Pin1 inhibitor 0%, Tb PGK inh -1%, BAZ2B block -6%, HP1b chromo inh 40%[activator], Pol iota inh 5%, GLS inhibitor -5%, BLM helicase inh -3% and JMJD2A Tudor -22%.
For CC1=Nc2ccc(C)c3nc(C)cc(c23)N1c1ccc(C)cc1 the results were Pin1 inhibitor 4%, Tb PGK inh -4%, HP1b chromo inh 47%[activator], Pol iota inh 2%, GLS inhibitor -2% and JMJD2A Tudor -17%[11.4 µM].
For COc1ccc(CSc2nnc(-c3ccncc3)n2C)cc1F the results were G9a block inconclusive, Pin1 inhibitor inconclusive, Tb PGK inh -3%, BAZ2B block -2%, HP1b chromo inh 12%, Pol iota inh 0%, GLS inhibitor 0%, BLM helicase inh -1% and JMJD2A Tudor -14%.
For Cc1cccc(NC(=O)CNC(=O)CN2C(=O)NC(C)(CCC(C)C)C2=O)c1C (centres undefined) the results were Pin1 inhibitor -11%, Tb PGK inh inactive, HP1b chromo inh 51%[activator], Pol iota inh 20%, GLS inhibitor -7% and JMJD2A Tudor 2%.
Cc1ccc(CNc2nc(-c3ccco3)nn2C(=O)c2ccccc2[N+](=O)[O-])cc1 was read as G9a block 13µM*, Pin1 inhibitor 2%, Tb PGK inh 7%, BAZ2B block 8.9µM*, HP1b chromo inh inconclusive, Pol iota inh 10%, GLS inhibitor 0%, BLM helicase inh -13% and JMJD2A Tudor inconclusive.
For COc1ccc(-c2onc(C)c2C)cc1S(=O)(=O)NCc1ccco1 the results were G9a block 0%[59 µM], Pin1 inhibitor -1%, Tb PGK inh 0%, BAZ2B block -25%, HP1b chromo inh 10%, Pol iota inh 2%, GLS inhibitor 8%, BLM helicase inh 0% and JMJD2A Tudor -6%.
`O=C(OCC(=O)N1CCN(C(=O)c2ccco2)CC1)c1cc(-c2ccccc2)nc2ccccc12` gave G9a block inconclusive, Pin1 inhibitor 1%, Tb PGK inh 1%, BAZ2B block inconclusive, HP1b chromo inh -19%, Pol iota inh 14%, GLS inhibitor 1%, BLM helicase inh -6% and JMJD2A Tudor inconclusive.
`O=S(=O)(Nc1nc2ccccc2nc1Cl)c1ccc(Br)cc1` gave G9a block inconclusive, Pin1 inhibitor -7%, Tb PGK inh -10%, HP1b chromo inh 59%[activator], Pol iota inh 6%, GLS inhibitor 44%[activator], BLM helicase inh -5% and JMJD2A Tudor -16%.
`COc1ccccc1N1CCN(C(=O)c2c(C)cc(=O)oc2C)CC1` gave G9a block -48%[12.7 µM], Pin1 inhibitor -1%, Tb PGK inh -3%, BAZ2B block -30%, HP1b chromo inh 31%, Pol iota inh 12%, GLS inhibitor 9%, BLM helicase inh -3% and JMJD2A Tudor -4%.
For CCOC(=O)c1c(C)nc(C)c(C(=O)OCC)c1-c1ccc(Br)cc1 the results were G9a block 32%, Pin1 inhibitor -1%, Tb PGK inh -2%, BAZ2B block 29%, HP1b chromo inh 71%[activator], Pol iota inh 151%[activator], GLS inhibitor 4%, BLM helicase inh -1% and JMJD2A Tudor 35%.
`CCOC(=O)c1c(C)[nH]c(C(=O)N(C)CC(=O)Nc2ccc(OC)cc2)c1C` gave G9a block -8%[2.33 µM], Pin1 inhibitor -5%, Tb PGK inh inactive, BAZ2B block 11%, HP1b chromo inh 23%, Pol iota inh 13%, GLS inhibitor -5% and JMJD2A Tudor -13%.
Screening CN(C)S(=O)(=O)c1ccc(Cl)c(NC(=O)CSc2nc3c(cc2C#N)C(=O)CCC3)c1 returned G9a block 18%[59 µM], Pin1 inhibitor 21%, Tb PGK inh -9%, BAZ2B block inconclusive, HP1b chromo inh 15%, Pol iota inh 34%[activator], GLS inhibitor 10%, BLM helicase inh -4% and JMJD2A Tudor -13%.
`Cc1ccc(C(=O)O/N=C/c2c(Cl)n(C)c3ccccc23)cc1` gave G9a block 15%, Pin1 inhibitor 0%, Tb PGK inh -8%, BAZ2B block 5%, HP1b chromo inh 32%, Pol iota inh 15%, GLS inhibitor 9%, BLM helicase inh 0% and JMJD2A Tudor 0%.
